AID2073: inhibitors of Mint1-CaV2.2 protein interaction, biochemical, HTRF (AID 2073); Voltage-dependent N-type calcium channel subunit alpha-1B (Homo sapiens); HTRF protein-protein interaction, Mint1-CaV2.2; higher % means a stronger effect; inhibition, % at 20 µM, or IC50 in µM where a hit was titrated; 290,000 compounds, 0.19% hits; in the data active = inhibition mostly above about 51%, no sharp cut-off; inconclusive = no clear call, values can overlap the other calls; inactive = mostly below about 53%; also: some results filed as inactive read as strong as hits
Siah-1 displacement: Siah-1 peptide-binding antagonists, primary screen, biochemical, fluorescence polarization, rhodamine-plectin, uHTS (AID 1817) | E3 ubiquitin-protein ligase SIAH1 (Homo sapiens) | Siah-1 / rhodamine-plectin peptide fluorescence polarization; higher % means a stronger effect | 290,000 compounds, 0.02% hits | displacement, % at 20 µM; hits with a dose series show IC50 in µM;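 active = displacement of at least 50% at 20 µM, with a fluorescence ratio check between 0.3 and a set limit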;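 also: plate controls were Siah plus tracer with DMSO for no effect and tracer alone without Siah for full effect; strong numbers were not always called active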
NOD2 inhibition: NOD2 signaling inhibitors, cell-based, luminescence, uHTS, HEK293 (AID 1566). inhibition, % at 4 µM, or EC50 in µM where a hit was titrated. 290,000 compounds, 0.63% hits. HEK293 NOD2/NF-kB luciferase reporter, luminescence; higher % means a stronger effect; also: many of its hits are not listed in these tables
HIV peptide binding: inhibitors of HIV fusion peptide binding, primary screen, biochemical, uHTS, fluorescence dequenching (AID 1986); cell-free peptide binding, fluorescence dequenching, 30 min; higher % means a stronger effect; inhibition, % at 20 µM, or IC50 in µM where a hit was titrated; 290,000 compounds, 0.3% hits; in the data active = inhibition mostly above about 52%, no sharp cut-off; inactive = mostly below about 76%; also: some results filed as inactive read as strong as hits
Myeloid diff MLP: induction of myeloid progenitor differentiation, primary screen, cell-based, flow cytometry, MLPCN library. ER-HoxA9 myeloid progenitors, lysozyme-GFP differentiation. 360,000 compounds, 1% hits. AID 624256, 2012. calls only at 10 µM;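 active = normalized GFP-positive differentiation at or above the plate's own cutoff, the solvent-only control mean plus 3 SD; inconclusive = no clear call, values can overlap the other calls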;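 also: cells exposed to compound for four days before flow analysis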
Dengue-2 NS5 capping: Dengue-2 NS5 methyltransferase inhibitors, primary screen, biochemical, confirmation dose response (AID 588689); Genome polyprotein (Dengue virus type 2 (strain 16681-PDK53)); Dengue-2 NS5 methyltransferase capping enzyme assay, biochemical; higher % means a stronger effect; inhibition, % at 25 µM; hits with a dose series show IC50 in µM; 340,000 compounds, 0.3% hits; in the data active = a potency from the dose series; inconclusive = inhibition above about 29% without an active follow-up result
LYP inhibition: inhibitors of LYP phosphatase, biochemical, fluorescence intensity, uHTS (AID 1779) | recombinant LYP phosphatase, fluorescence intensity; higher % means a stronger effect | 290,000 compounds, 0.054% hits | one-dose inhibition, % at 11.5 µM; IC50 in µM for titrated hits;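 also: plate controls were vehicle with enzyme for no effect and no enzyme for full effect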
Hep lipid drop: inhibitors of hepatocyte lipid droplet formation, primary screen, imaging, high-throughput imaging, BODIPY stain; 240,000 compounds, 0.4% hits; inhibition, % at 6.5 µM; AML12 mouse hepatocytes, oleate lipid droplets;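 active = lipid droplet intensity inhibited by at least 50%, with more than 500 cells counted; inconclusive = wells with under 300 cells, treated as cytotoxic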
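Material: mouse AML12 hepatocyte cell line, fixed after treatment; Timing: compound with oleate, overnight; Technique: high-content imaging of BODIPY-stained droplets and DAPI nuclei; Probe or stimulus: oleate, 100 µM final; Dosing: compound at 6.5 µM only.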
XIAP antagonists: XIAP antagonists, biochemical, IAP family, fluorescence polarization (AID 1018); displacement, % at 20 µM, or IC50 in µM where a hit was titrated; XIAP BIR domain, fluorescence polarization peptide displacement; higher % means a stronger effect; 200,000 compounds, 0.007% hits; in the data active = displacement above about 50%; also: a part of the inactive calls stands beside numbers as strong as those of hits
Hep lipid drop cells 6.5 µM: recorded beside Hep lipid drop, whose call it bears; cell count; measured here: cell count, cytotoxicity flag;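 cells counted across two imaged fields per well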
Dengue-2 NS5 capping pilot replicate: also measured in Dengue-2 NS5 capping; calls as there; inhibition, %; measured here: pilot screen replicate inhibition
Myeloid diff MLP GFP+ MAC1+ %: recorded beside Myeloid diff MLP, whose call it bears; GFP+ MAC1+ double positive, %; measured here: differentiation confirmed by MAC1 staining
* = called active by the depositor; i = inactive; ? = inconclusive; / = no result given; + = active, no number. Rule as the data show it, unless noted: active = inhibition above about 50%; inactive = the rest. This is a subset; the hit share may differ from the screen's.

SMILES	AID2073	Siah-1 displacement	NOD2 inhibition	HIV peptide binding	Myeloid diff MLP	Myeloid diff MLP GFP+ MAC1+ %	Dengue-2 NS5 capping	LYP inhibition	Hep lipid drop	Hep lipid drop cells 6.5 µM	XIAP antagonists	others
COc1cccc(-c2nc(CCl)cs2)c1OC	21%	10%	15%	1.8%	i	0.9	-10%	-6%	7	744	-4.0%
O=C(Cn1c(=O)c2cccn2c2ccccc21)Nc1cc(F)ccc1F	20%	0%	7%	8.3%	i	1.1	-15%	-13%	-1	712	/
Cc1cc(S(=O)(=O)N2CCOCC2)ccc1F	-2%	2%	7%	-1.0%	i	0.0	3%	-8%	1	760	-2.3%
COc1ccc(CC(=O)Oc2ccccc2C)cc1	18%	2%	-16%	-1.0%	i	0.5	-9%	-6%	37	865	/
O=C(/C=C/c1ccco1)Nc1ccccn1	6%	58%	-91%	33%	?	/	3%	-6%	-12	570	-0.1%
CC(=O)Nc1ccc(NC(=O)c2ccccc2N(Cc2ccccc2)S(C)(=O)=O)cc1	14%	4%	19%	-1.7%	i	0.4	-5%	-5%	2	787	/
CCOc1cc(CN2CCN(Cc3ccc(C)o3)C(CCO)C2)ccc1OC (centres undefined)	-8%	-4%	-1%	-2.0%	i	0.1	5%	-8%	0	640	4.7%
COc1ccc(CN2C(=O)CSC2c2ccncc2)cc1 (centres undefined)	3%	0%	-8%	1.2%	i	0.5	10%	1%	0	650	/
Cc1ccccc1C(=O)Nc1c(-c2cccs2)c(=O)c2ccccc2n1C	9%	16%	22%	0.1%	i	0.7	-8%	-8%	9	697	/
COC(=O)c1ccc(C2Nc3ccccc3NC3=C2C(=O)CC(C)(C)C3)cc1 (centres undefined)	2%	1%	1%	3.2%	i	0.3	/	-9%	-2	829	/
Brc1ccccc1OCCCn1cnc2ccccc21	-1%	6%	-78%	0.9%	i	0.4	-2%	-10%	23	784	-4.7%	Dengue-2 NS5 capping pilot replicate=-4.5
CCCNc1c(NC(C)=O)c(=O)oc2ccccc12	-8%	-1%	14%	0.2%	i	0.2	/	-8%	9	687	-4.1%
COc1ccc(CN(C)C(=O)C23CC4CC(CC(Cl)(C4)C2)C3)c(OC)c1OC	11%	2%	7%	0.4%	i	0.6	-3%	4%	-19	801	/
COc1ccc(/C=N/NC(=O)c2ccccc2OCc2ccccc2)c(OC)c1	5%	0%	9%	-1.8%	i	0.6	2%	10%	-15	646	-3.1%
CC1(C)C(=O)NCCN1C(=O)c1ccc2nc(Cc3ccccc3F)oc2c1	11%	-2%	47%	0.5%	i	0.8	1%	-8%	-23	783	/
COCCNC(=O)c1cc2c(=O)n(C)c3ccccc3c2n1C	?	0%	6%	-1.0%	i	3.8	-2%	-6%	/	/	-1.0%
N#Cc1ccc(-c2csc(NC(=O)C3CC3)n2)cc1	15%	-2%	-58%	-1.0%	i	2.2	-1%	-4%	/	/	-4.6%
COc1ccc(NC(=O)CN(C)S(=O)(=O)c2ccc3c(c2)CCCN3C(C)=O)cc1	6%	0%	11%	-0.9%	i	7.7	-4%	-8%	19	736	/
CCn1c(CNc2ccc(Cl)cc2)nnc1SCC(=O)OC1CCCCC1	39%	5%	4%	-0.2%	i	0.4	8%	5%	-33	686	-5.0%
COc1ccc(OC)c(CNCCNC(=O)c2ccco2)c1	-6%	-2%	-3%	0.0%	/	/	/	-6%	-1	768	-3.7%
Cc1ccc(COC(=O)Cc2coc3cc(O)ccc23)cc1	1%	-1%	-3%	-0.3%	i	0.1	-1%	-5%	7	759	/
COc1ccccc1N1CCN(Cc2nc(N)nc(Nc3ccc(C)cc3)n2)CC1	1%	0%	15%	-0.3%	i	1.0	-1%	-6%	4	704	-6.9%
CCOC(=O)C1CCN(C(=O)CCc2ccccc2)CC1	-7%	4%	10%	-3.3%	i	0.0	-6%	-5%	4	689	-7.2%
O=C1Nc2ccccc2O/C1=C\c1ccccc1	27%	-2%	2%	-0.9%	i	0.3	2%	-10%	5	812	/
COc1ccc(OC)c([N+](=O)[O-])c1C(N)=O	9%	21%	14%	3.6%	i	0.3	1%	-1%	20	647	0.0%
Next part:
SMILES	AID2073	Siah-1 displacement	NOD2 inhibition	HIV peptide binding	Myeloid diff MLP	Myeloid diff MLP GFP+ MAC1+ %	Dengue-2 NS5 capping	LYP inhibition	Hep lipid drop	Hep lipid drop cells 6.5 µM	XIAP antagonists	others
Clc1ccc(CSc2nccn2Cc2ccccc2)cc1	-23%	15%	-10%	-0.2%	i	0.6	-9%	2%	/	/	4.5%
CCN1CC=C2C(C1)C(c1ccc(Cl)s1)C(C#N)=C(N)C2(C#N)C#N (centres undefined)	-2%	10%	14%	0.8%	i	0.3	?	-2%	/	/	72%
CC(c1ccccn1)N(C)C(=O)c1ccc2nc(Cc3cccc(Cl)c3)oc2c1 (centres undefined)	-1%	1%	-22%	0.8%	i	1.0	-1%	-9%	-9	847	/
COC(=O)COc1c(Cl)cc(C(c2c(C)[nH][nH]c2=O)c2c(C)[nH][nH]c2=O)cc1OC	2%	4%	1%	0.2%	i	0.5	-9%	-3%	-4	814	/
CCc1ccc(NC(=S)/N=C(\N)Nc2nc(C)c3cc(CC)ccc3n2)cc1	1%	-1%	18%	-0.1%	?	/	-6%	4%	24	723	-4.4%
Cc1c(CCC(=O)NCCCn2ccnc2)c(=O)oc2c(C)c3oc4c(c3cc12)CCCC4	21%	-1%	16%	0.5%	+	19*	-4%	2%	2	829	/
O=C(N1CCOCC1)N1CCN(S(=O)(=O)c2ccc(Cl)cc2)CC1	11%	-1%	7%	-0.3%	i	0.5	-2%	-6%	-3	830	/
CCn1c(Cc2ccc(OC)cc2)nnc1SCC(=O)NC1CC1	11%	-1%	20%	1.5%	i	0.2	-9%	-15%	/	/	/
COc1ccc(C)cc1NC(=O)NC1CCCc2ccccc21 (centres undefined)	9%	4%	3%	1.4%	i	1.3	-8%	-3%	-13	797	/
CCCCNC(=S)NNC(=O)c1csc(C)c1C	-32%	0%	6%	0.5%	i	0.9	-4%	3%	-13	649	0.8%
Clc1ccccc1CNCC1CCCO1 (centres undefined)	2%	3%	11%	0.3%	i	0.6	-2%	-14%	11	826	/
COc1ccc(CCNC(=O)CCS(=O)(=O)c2ccc3c(c2)NC(=O)CS3)cc1OC	-8%	-8%	2%	-0.1%	i	3.7	-19%	-18%	-6	674	/
CC(C(=O)Nc1ccc(S(=O)(=O)N2CCOCC2)cc1)N1C(=O)C2CC=CCC2C1=O (centres undefined)	4%	-6%	-8%	-1.7%	i	0.6	2%	-5%	16	630	2.0%
O=C(N[C@@H](Cc1ccccc1)C(=O)OCc1ccccc1)c1nc[nH]c1C(=O)N[C@@H](Cc1ccccc1)C(=O)OCc1ccccc1	9%	-8%	13%	0.9%	i	0.2	-3%	-9%	-5	770	/
COc1cccc(CN2CCN(CC(=O)NCCc3ccccc3)CC2)c1	9%	1%	8%	0.8%	i	0.7	3%	-7%	0	849	/
COc1ccc(/C=N/NC(=O)Nc2ccc3nsnc3c2)c(OC)c1	7%	1%	-61%	-1.0%	i	0.7	0%	-6%	-2	728	-5.5%
COc1cc(C)nc(N(Cc2ccccc2)S(=O)(=O)c2ccc(C)cc2)n1	14%	-1%	11%	-1.8%	i	0.2	-8%	-2%	-21	634	/

Part of the list above in order of length of the SMILES, largest number first.
SMILES	AID2073	Siah-1 displacement	NOD2 inhibition	HIV peptide binding	Myeloid diff MLP	Myeloid diff MLP GFP+ MAC1+ %	Dengue-2 NS5 capping	LYP inhibition	Hep lipid drop	Hep lipid drop cells 6.5 µM	XIAP antagonists	others
CC(C(=O)Nc1ccc(S(=O)(=O)N2CCOCC2)cc1)N1C(=O)C2CC=CCC2C1=O (centres undefined)	4%	-6%	-8%	-1.7%	i	0.6	2%	-5%	16	630	2.0%
CC(c1ccccn1)N(C)C(=O)c1ccc2nc(Cc3cccc(Cl)c3)oc2c1 (centres undefined)	-1%	1%	-22%	0.8%	i	1.0	-1%	-9%	-9	847	/
CCn1c(Cc2ccc(OC)cc2)nnc1SCC(=O)NC1CC1	11%	-1%	20%	1.5%	i	0.2	-9%	-15%	/	/	/

Of the compounds above, these have a Cl atom.
SMILES	AID2073	Siah-1 displacement	NOD2 inhibition	HIV peptide binding	Myeloid diff MLP	Myeloid diff MLP GFP+ MAC1+ %	Dengue-2 NS5 capping	LYP inhibition	Hep lipid drop	Hep lipid drop cells 6.5 µM	XIAP antagonists	others
COc1cccc(-c2nc(CCl)cs2)c1OC	21%	10%	15%	1.8%	i	0.9	-10%	-6%	7	744	-4.0%
COc1ccc(CN(C)C(=O)C23CC4CC(CC(Cl)(C4)C2)C3)c(OC)c1OC	11%	2%	7%	0.4%	i	0.6	-3%	4%	-19	801	/
CCn1c(CNc2ccc(Cl)cc2)nnc1SCC(=O)OC1CCCCC1	39%	5%	4%	-0.2%	i	0.4	8%	5%	-33	686	-5.0%
Clc1ccc(CSc2nccn2Cc2ccccc2)cc1	-23%	15%	-10%	-0.2%	i	0.6	-9%	2%	/	/	4.5%
CCN1CC=C2C(C1)C(c1ccc(Cl)s1)C(C#N)=C(N)C2(C#N)C#N (centres undefined)	-2%	10%	14%	0.8%	i	0.3	?	-2%	/	/	72%
CC(c1ccccn1)N(C)C(=O)c1ccc2nc(Cc3cccc(Cl)c3)oc2c1 (centres undefined)	-1%	1%	-22%	0.8%	i	1.0	-1%	-9%	-9	847	/
COC(=O)COc1c(Cl)cc(C(c2c(C)[nH][nH]c2=O)c2c(C)[nH][nH]c2=O)cc1OC	2%	4%	1%	0.2%	i	0.5	-9%	-3%	-4	814	/
O=C(N1CCOCC1)N1CCN(S(=O)(=O)c2ccc(Cl)cc2)CC1	11%	-1%	7%	-0.3%	i	0.5	-2%	-6%	-3	830	/
Clc1ccccc1CNCC1CCCO1 (centres undefined)	2%	3%	11%	0.3%	i	0.6	-2%	-14%	11	826	/
